Screening data as filed in PubChem BioAssay.
S1P4 agonist: activates the human S1P4 receptor; O95977; S1P4-expressing cell line, agonist reporter assay; activation, % at 4.98 µM; 220,000 tested, 0.35% active; AID 1509; in the data active = activation above about 11%;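 also: 0% = DMSO vehicle and 100% = reference agonist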
Runt-CBFb FRET: inhibitors of human RUNX1 Runt domain binding to CBFb; Q01196+Q13951; Cerulean-Runt/Venus-CBFb FRET ratio 530/480, 1 h; inhibition, % at 20 µM; 220,000 tested, 0.46% active; AID 1496;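 active = inhibition over about 50% at 20 µM in the single-dose screen, limit read from the data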;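 also: 0% = DMSO wells and 100% = excess unlabeled CBFb competitor control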
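Measured by: fluorescence energy transfer, 422 nm excitation, 530/480 nm emission; Assay system: Cerulean-Runt domain; Medium: Tris pH 7.5 buffer with BSA; Measure: loss of energy transfer signal; Controls: 5 µM unlabeled CBFb as full-inhibition high control; Incubation: protein complex preformed 1 h, compound exposure 1 h, room temperature, dark.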
RBBP9 inh: human RBBP9 hydrolase inhibition; 220,000 tested, 0.2% active; O75884; recombinant RBBP9, FP-Rh probe fluorescence polarization; inhibition, % at 7.94 µM;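 active = inhibition above the campaign mean of all tested compounds plus 3 SD, cut at about 14% in these data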;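 also: plate controls were DMSO wells with RBBP9 for no effect and wells lacking RBBP9 protein for full effect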
Target sequence (O75884 whole entry, looked up): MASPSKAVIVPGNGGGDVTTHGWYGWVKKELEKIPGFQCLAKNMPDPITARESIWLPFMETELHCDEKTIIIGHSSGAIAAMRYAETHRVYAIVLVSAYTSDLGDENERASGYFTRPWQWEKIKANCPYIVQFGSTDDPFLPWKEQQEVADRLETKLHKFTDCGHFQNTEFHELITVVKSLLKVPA
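System: RBBP9 protein / Quantity: 2.5 µM RBBP9 dispensing solution, before mixing / Also added: Serine-hydrolase probe FP-Rh, 375 nM pre-mixing / Dosing: 7.94 µM single dose, 0.794% DMSO / Timing: enzyme-compound preincubation 30 min, then probe labeling 45 min, 25 °C / Signal: FP readout at 525/598 nm / Controls: DMSO-treated enzyme wells and wells lacking RBBP9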
NPY Y1 blocker: antagonists of human neuropeptide Y receptor Y1 | HEK293-CNG Y1 cells, membrane potential fluorescence; NPY at EC95, then isoproterenol | inhibition, % at 3.6 µM | 200,000 tested, 1% active | AID 1040;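 active = inhibition above the campaign mean inhibition of all tested compounds plus 3 SD, cut at about 20% in these data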;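 also: 0% = DMSO wells given NPY plus isoproterenol and 100% = isoproterenol alone without NPY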
Target sequence (P25929 whole entry, looked up): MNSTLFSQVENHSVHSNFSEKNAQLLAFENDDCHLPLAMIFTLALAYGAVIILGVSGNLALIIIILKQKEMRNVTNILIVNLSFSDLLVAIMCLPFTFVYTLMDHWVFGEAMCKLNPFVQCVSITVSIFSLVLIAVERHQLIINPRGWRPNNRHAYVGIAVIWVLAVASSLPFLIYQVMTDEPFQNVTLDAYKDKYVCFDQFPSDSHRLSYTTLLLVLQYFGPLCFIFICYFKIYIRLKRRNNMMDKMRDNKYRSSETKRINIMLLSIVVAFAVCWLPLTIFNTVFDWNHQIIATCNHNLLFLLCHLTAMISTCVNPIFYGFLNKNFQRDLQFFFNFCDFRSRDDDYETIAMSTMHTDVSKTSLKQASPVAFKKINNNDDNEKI
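Assay system: HEK293 Y1/CNG channel cell line; Doses: single compound dose of 3.6 µM, 0.4% DMSO; Timing: dye 3 h, compound 60 min room temperature, stimulation 45 min; Technique: Membrane-potential fluorescent dye readout; Measure: % inhibition of NPY effect.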
NPY2 pot ag: potentiators or agonists of human neuropeptide Y receptor Y2 | cells expressing NPY-Y2, potentiator/agonist read-out | activation, % at 3.6 µM | 220,000 tested, 0.45% active; in the data active = activation above about 27%;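 also: cells stimulated with NPY near EC25 plus isoproterenol at EC100; 0% = vehicle plus submaximal agonist and 100% = vehicle plus saturating agonist; some results beyond the cut were filed as inactive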
Target sequence (P49146 whole entry, looked up): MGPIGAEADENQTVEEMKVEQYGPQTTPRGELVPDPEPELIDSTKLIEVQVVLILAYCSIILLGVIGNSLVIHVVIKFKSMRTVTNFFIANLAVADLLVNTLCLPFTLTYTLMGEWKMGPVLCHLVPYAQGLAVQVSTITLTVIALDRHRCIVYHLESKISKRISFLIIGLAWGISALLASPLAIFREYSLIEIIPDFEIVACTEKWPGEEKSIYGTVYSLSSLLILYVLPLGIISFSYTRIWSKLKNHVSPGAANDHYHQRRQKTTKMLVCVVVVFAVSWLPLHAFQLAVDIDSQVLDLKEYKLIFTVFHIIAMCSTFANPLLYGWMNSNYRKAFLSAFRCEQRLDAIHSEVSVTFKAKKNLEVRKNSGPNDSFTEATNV
Ba/F3 V617F tox: lowers viability of Ba/F3 cells expressing EpoR and JAK2V617F. ATP luminescence. inhibition, % at 5.6 µM. 220,000 tested, 1.1% active. AID 1446;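 active = inhibition above the campaign mean plus 3 SD over all tested compounds, cut at about 24% in these data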;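 also: cytokine-independent growth of Ba/F3 cells driven by EpoR plus mutant JAK2; 0% = DMSO-treated cells and 100% = JAK inhibitor I control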
BaF3 tox: reduces parental Ba/F3 cell viability, JAK2V617F counter-screen; CellTiter-Glo ATP luminescence; inhibition, % at 5.6 µM; 220,000 tested, 1.1% active;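 active = inhibition above a per-campaign cutoff, the mean inhibition of all tested compounds plus 3 SD, cut at about 27% in these data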;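 also: 0% = DMSO wells and 100% = JAK Inhibitor I control wells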
S1P4 antagonist: blocks the human S1P4 receptor; inhibition, % at 4.98 µM; S1P4-expressing cells, antagonist mode, reporter read-out; AID 1510; 220,000 tested, 0.26% active; in the data active = inhibition above about 29%;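 also: 0% = wells stimulated with agonist and 100% = vehicle wells without agonist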
NPY1 pot ag: potentiates or activates human NPY-Y1 receptor; AID 1304; NPY-Y1 expressing cells, potentiator/agonist activation; 220,000 tested, 0.37% active; activation, % at 3.6 µM; P25929; in the data active = activation above about 33%, passing the limit was not always enough;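 also: cells stimulated with NPY at EC10 then isoproterenol at EC100; 0% = low agonist plus stimulus and 100% = saturating agonist plus stimulus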
Numbers without * were called inactive; x = no result given.

Each structure is followed by: S1P4 agonist	Runt-CBFb FRET	RBBP9 inh	NPY Y1 blocker	NPY2 pot ag	Ba/F3 V617F tox	BaF3 tox	S1P4 antagonist	NPY1 pot ag
#1 COc1ccc(C(=O)OCC(=O)NCc2ccco2)cc1S(=O)(=O)N1CCN(c2cccc(Cl)c2)CC1
 : -0.3	-3	-9	1	-5	-1	2	-35	3
#2 Cc1ccc(C2c3c(oc4ccccc4c3=O)C(=O)N2CCCN2CCOCC2)o1 (configuration not stated)
 : 0.5	1	4	3	6	-1	-2	-5	-3
#3 CCCc1cc(C(=O)NNC(=S)NCc2ccccc2)cs1
 : 2.6	1	-2	-4	-10	-3	4	-12	-22
#4 COc1ccc(/C=C/C(=O)NC(=S)NNC(=O)Cc2cccs2)cc1OC
 : -0.3	8	15*	9	3	-3	2	-5	-1
#5 Cc1snc2sc(C(=O)c3ccc(Br)cc3)c(N)c12
 : -5.4	30	-4	2	10	-6	-1	-12	19
#6 NC1CCCCC1N=Cc1c(O)n(CCc2ccc(F)cc2)c(=O)[nH]c1=O (configuration not stated)
 : 0.3	0	3	3	10	0	6	-6	-9
#7 COc1ccc(/C=N/NC(=O)c2cc(C34CC5CC(CC(C5)C3)C4)[nH]n2)cc1O
 : 1.2	2	-6	-3	-14	-1	-1	-5	6
#8 C(=C\c1nc(N2CCCCCC2)c2ccccc2n1)/c1ccccc1
 : -2.4	2	-11	11	-9	-1	7	-9	-4
#9 c1ccc(-c2ccccc2OCCN2CCCCC2)cc1
 : 0.0	-2	0	22*	-16	-1	2	4	-59
#10 Cc1sc2nc(C)n(/N=C/c3ccc(O)cc3)c(=O)c2c1C
 : -2.2	1	0	3	-9	-5	0	-9	-12
#11 COc1ccccc1NC(=O)c1nnn(Cc2ccccc2)c1NC(C)=O
 : 0.6	-2	-5	-1	-3	-1	-1	-12	19
#12 COc1ccccc1-n1c(=O)c(C#N)c(-c2ccc([N+](=O)[O-])cc2)c2cc(C(=O)c3ccccc3O)cnc21
 : -1.3	-4	-5	x	49*	-2	-4	-3	73*
#13 O=C(CC1CCCCC1)NCCCN1CCOCC1
 : -1.4	0	-3	3	7	-2	0	-5	4
#14 COc1ccccc1CNC(=O)CSc1ccc(-c2cccs2)nn1
 : -0.1	0	-6	7	-12	2	1	-11	-24
#15 CCCCN(C(=O)COc1ccc(C)cc1OC)c1c(N)n(CCC)c(=O)[nH]c1=O
 : 0.9	1	-9	x	-5	1	-6	-4	-4
#16 C=CCc1cccc(OC)c1OCCOCCn1ccnc1
 : -0.7	-1	0	2	3	-2	6	-12	-8
#17 COc1cccc(CNC(=O)c2c[nH]n3c(=O)c(Cl)c(C)nc23)c1
 : -0.2	-4	-8	19	-13	-1	0	11	-8
#18 COC(=O)c1[nH]c2cc(OC)ccc2c1N=CN(C)C
 : 0.6	1	-9	x	2	2	0	5	6
#19 COc1ccc(S(=O)(=O)NCC2CCCN(C(=O)c3cccnc3C)C2)cc1 (configuration not stated)
 : 3.5	0	-3	0	0	-2	3	2	6
#20 OCCC1CN(Cc2nc3c(s2)CCCC3)CCN1Cc1ccsc1 (configuration not stated)
 : -2.0	0	-1	1	-2	2	1	6	-4
#21 CCCNC(=O)c1ccc(Cl)c(Cl)c1
 : -2.6	-3	-6	-2	1	-4	2	-2	2
#22 Cc1ccc(S(=O)(=O)N2CCC(=O)N(CCOCc3ccc(C(F)(F)F)cc3)CC2)cc1
 : 0.4	-2	-10	-10	10	0	3	-4	16
#23 Cc1cccnc1Nc1nc(-c2ccccn2)cs1
 : 0.5	0	-5	2	11	89*	77*	24	-15
#24 COc1ccc(-c2cn[nH]c2N)cc1
 : 2.2	0	2	-3	7	-2	8	5	15
#25 N#Cc1ccc(C(c2nnnn2C2CCCC2)N2CCC(Cc3ccccc3)CC2)cc1 (configuration not stated)
 : 0.2	-2	-6	8	-26	5	2	-88	18
#26 COc1ccccc1N(CN1C(=O)c2ccccc2C1=O)C(=O)c1cccnc1
 : 0.5	-2	-2	5	8	2	0	12	3
#27 N#Cc1cc2c(=O)n3ccccc3nc2n(CCCN2CCOCC2)c1=O
 : 6.6	77*	-15	6	7	1	6	-8	7
#28 CCOC(=O)C(C(C)=O)c1c(Br)c(O)c(O)c2c(C(=O)c3ccc(C)cc3)coc12 (configuration not stated)
 : 0.1	50	24*	1	3	4	7	0	-31
#29 CC(=O)N1CCN(C2=NC(=O)/C(=C\c3cccs3)S2)CC1
 : 0.6	-1	-3	1	4	-1	5	-17	8
#30 COC(=O)c1sc(S(=O)(=O)N2CCN(CCO)CC2)c(C(=O)OC)c1C
 : 0.0	-2	7	-5	11	0	4	0	7

Continued; it opens with the seven that closed the last part.
Each structure is followed by: S1P4 agonist	Runt-CBFb FRET	RBBP9 inh	NPY Y1 blocker	NPY2 pot ag	Ba/F3 V617F tox	BaF3 tox	S1P4 antagonist	NPY1 pot ag
#24 COc1ccc(-c2cn[nH]c2N)cc1
 : 2.2	0	2	-3	7	-2	8	5	15
#25 N#Cc1ccc(C(c2nnnn2C2CCCC2)N2CCC(Cc3ccccc3)CC2)cc1 (configuration not stated)
 : 0.2	-2	-6	8	-26	5	2	-88	18
#26 COc1ccccc1N(CN1C(=O)c2ccccc2C1=O)C(=O)c1cccnc1
 : 0.5	-2	-2	5	8	2	0	12	3
#27 N#Cc1cc2c(=O)n3ccccc3nc2n(CCCN2CCOCC2)c1=O
 : 6.6	77*	-15	6	7	1	6	-8	7
#28 CCOC(=O)C(C(C)=O)c1c(Br)c(O)c(O)c2c(C(=O)c3ccc(C)cc3)coc12 (configuration not stated)
 : 0.1	50	24*	1	3	4	7	0	-31
#29 CC(=O)N1CCN(C2=NC(=O)/C(=C\c3cccs3)S2)CC1
 : 0.6	-1	-3	1	4	-1	5	-17	8
#30 COC(=O)c1sc(S(=O)(=O)N2CCN(CCO)CC2)c(C(=O)OC)c1C
 : 0.0	-2	7	-5	11	0	4	0	7
#31 Cc1ccccc1-n1c(N)c(C(=O)Nc2ccc(F)cc2)sc1=S
 : 3.7	26	-6	0	-6	-3	3	-20	16
#32 Cc1ccc(S(=O)(=O)N2CCc3ccccc3C2CN2C(=O)c3ccccc3C2=O)cc1 (configuration not stated)
 : 0.8	2	-3	-6	6	-3	2	-11	-4
#33 CCCCCn1c(N2CCC(Cc3ccccc3)CC2)nc2c1c(=O)[nH]c(=O)n2C
 : -0.6	x	-5	2	10	-4	8	-35	3
#34 CCOC(=O)c1[nH]c(C)c(/C=N/O)c1C
 : -0.3	-2	-9	-2	4	-5	3	-21	21
#35 COc1ccc(/C=C2\CCc3ccccc3C2=O)cc1OC
 : 2.5	0	-11	5	16	-2	6	-10	-6
#36 Cc1ccc(-n2c(SCC(=O)NCCN3C(=O)CSC3=O)nnc2-c2ccccc2F)cc1
 : 0.3	-1	-7	-3	-2	4	3	-13	-10
#37 O=C(COc1ccccc1)N1CCCC1
 : 0.2	0	-2	-3	-13	-2	9	-10	10
#38 CC1CCN(C(=O)C(C)c2ccc([N+](=O)[O-])cc2)CC1 (configuration not stated)
 : 0.0	-1	-6	1	3	2	7	3	15
#39 COc1ccc(C(c2sc3ncnn3c2O)N2CCN(c3ccccc3F)CC2)cc1OC (configuration not stated)
 : -3.7	-1	-10	9	-10	4	8	-9	-12
#40 O=C(/C=C\Nc1ccc(S(=O)(=O)Nc2ncccn2)cc1)c1cccc2ccccc12
 : 0.2	0	6	x	6	0	-4	6	9
#41 C/C(=N\O)C(=O)NCc1ccncc1
 : 2.4	-2	-3	1	9	-2	-1	-2	9
#42 O=C(O)CCc1ccc(-c2ccc(F)cc2)n1NC(=O)c1ccco1
 : 1.7	10	-5	8	1	0	2	-19	-19
#43 CSc1nnc(-c2sccc2OCc2ccccc2)n1C
 : 1.4	1	-5	1	9	-2	4	-16	-5
#44 Cc1ccc(CSCC(=O)N2CCN(Cc3ccc4c(c3)OCO4)CC2)cc1
 : 0.1	-4	-6	8	-32	-4	1	-10	-41
#45 O=C(O/N=C(\c1ccccc1)c1ccncc1)c1ccccc1Cl
 : -0.7	-3	-8	1	5	2	1	2	-8
#46 CCn1c(/C=C/c2c[nH]c3ccccc23)nc2ccccc2c1=O
 : 1.4	-3	-4	0	-6	5	12	3	-11
#47 Cc1[nH]n(-c2ccc([N+](=O)[O-])cc2)c(=O)c1C=NCCN1CCN(C(=O)c2ccc(F)cc2)CC1
 : 2.1	1	-12	6	0	21	15	-7	7
#48 COCCNC(=O)c1onc(CSc2ccc(Cl)cc2)c1C(=O)O
 : -4.3	2	-3	9	-17	-3	-2	-1	-15
#49 O=C(/C=C/c1ccccc1[N+](=O)[O-])Nc1ccccc1
 : 1.2	1	-1	9	-7	6	8	-15	-17
#50 CCc1cc(OCCN(C)C)ccc1Cl
 : -0.1	3	-1	3	9	1	10	4	11
#51 O=C1CSC(c2ccccc2[N+](=O)[O-])N1c1ccccc1 (configuration not stated)
 : 1.1	4	-3	2	-8	3	9	13	-1
#52 Cc1cc(CNC(=O)COc2ccccc2F)c2ccccc2n1
 : 1.6	2	-7	3	4	1	9	-11	-6
#53 CC(C)N(C(=O)COC(=O)c1ccc([N+](=O)[O-])cc1)c1ccccc1
 : 1.4	-1	-10	6	0	2	2	-21	-1
#54 O=C(CSc1nc2ccccc2s1)NCCOc1ccc(Cl)cc1
 : 1.1	-8	-6	15	-41	1	-1	-18	-49
#55 CC(Oc1ccc([N+](=O)[O-])cc1Cl)C(=O)Nc1ccc(C(N)=O)cc1 (configuration not stated)
 : 0.8	0	-7	-1	13	1	9	-14	13
#56 O=C(c1ccco1)N1C(=O)c2cccc3c(S(=O)(=O)N4CCCC4)ccc1c23
 : 0.7	2	-7	-1	9	2	0	-15	2
#57 Cc1ccc2cccc(OCCOCCOc3ccccc3Br)c2n1
 : 0.5	-6	-3	-5	-12	1	3	-20	-21

One compound at a time (already shown). Screens in order: S1P4 agonist, Runt-CBFb FRET, RBBP9 inh, NPY Y1 blocker, NPY2 pot ag, Ba/F3 V617F tox, BaF3 tox, S1P4 antagonist, NPY1 pot ag
Cc1[nH]n(-c2ccc([N+](=O)[O-])cc2)c(=O)c1C=NCCN1CCN(C(=O)c2ccc(F)cc2)CC1 is listed with 2.1, 1, -12, 6, 0, 21, 15, -7, 7
CCc1cc(OCCN(C)C)ccc1Cl is listed with -0.1, 3, -1, 3, 9, 1, 10, 4, 11
